Screening results from PubChem.
GSIS activator: GLuc luminescence reporter in INS-1E cells, primary screen for activators of glucose-dependent secretion of insulin | activation, % at 16.6 µM | 370,000 tested, 0.61% active | INS-1E GLuc reporter insulin secretion, 2-3 h;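 active means lowest replicate activation of at least 40%, so every replicate reaches that level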;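 further: 0% = median of neutral control wells and 100% = median of IBMX positive control wells; some compounds called inactive have numbers as strong as hits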
esBAF inh: Bmi1 luciferase reporter increase in mESCs, primary screen, esBAF inhibitor project, mouse ES cells, Bmi1 luciferase knock-in, single point. 24 h; 100% = twice the neutral-well signal. reporter increase, % at 12.5 µM. 350,000 tested, 2% active; in the data active means activation above about 40%; inconclusive means no clear call, values can overlap the other calls;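 further: 0% = median of the plate's neutral control wells and 100% = double that signal; a rise in the Bmi1 reporter signal indicates esBAF inhibition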
CFTR F508del cor: F508del CFTR correction, initial screen, CFBE line, single point; 350,000 tested, 0.36% active; AID 720511, 2013; activity (quench increase), % at 7.58 µM; CFBE cells, YFP halide quenching; stimulated with forskolin plus potentiator P3; % fluorescence drop versus neutral controls;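 active means mean added fluorescence quench of at least 8% versus neutral control, with both replicates also reaching 8%; inconclusive means only one of the mean or replicate conditions met; inactive means mean below 8% and not both replicates reaching 8%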;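 further: cells transiently co-express mutant CFTR-F508del with the halide-sensitive YFP; corrector assay measuring rescue of mutant channel to the surface after 24 h compound exposure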
RAD52 inh: RAD52 DNA annealing inhibitors, primary screen, biochemical, FRET, single point, set 2. recombinant RAD52 DNA annealing, FRET fluorescence. inhibition, % at 18.7 µM. 360,000 tested, 0.46% active. AID 651710, 2012;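 active means every replicate showing at least 50% inhibition; inconclusive means mean inhibition at least 50% but not in every replicate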
ARNT-TACC3 inh: disruptors of ARNT/TACC3 protein interaction, primary screen, biochemical, AlphaScreen, single concentration; Transforming acidic coiled-coil-containing protein 3 (Homo sapiens), Q9Y6A5; AlphaScreen His-ARNT PAS-B/GST-TACC3 binding, luminescence; TACC3 fragment carries E629A point mutation; 390,000 tested, 0.66% active; inhibition, % at 9.99 µM;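 active means mean inhibition of replicates at least 50% and at least half of replicates each reaching 50%; inconclusive means half or more replicates reach 50% but mean below 50%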;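 further: 0% = complete ARNT plus TACC3 wells and 100% = ARNT alone without TACC3; many hits fall short of the cut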
XiGFP reactiv: activators of inactive X chromosome reactivation, primary screen, imaging, XiGFP fibroblasts, GFP high-content imaging, set 2; activation, % at 7.58 µM; XiGFP mouse fibroblasts, % GFP-positive cells imaging, 3 d; cells co-treated with 5-aza-dC sensitizer; scaled so ellipticine positive control = 100%; AID 743238, 2013; 360,000 tested, 0.055% active;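 active means mean normalized replicate activation at least 10% and every replicate at or above 10%; inconclusive means only one of the two criteria met; inactive means mean below 10% and not all replicates reach 10%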;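 further: 0% = median of on-plate neutral control wells and 100% = ellipticine 6 µM median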
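Material: SV40-immortalized XiGFP fibroblast cells, line 68-5-11 | Buffer or medium: DMEM containing 5-aza-dC | Dosing: One concentration, pinned | Times: 3 d treatment, 15 min room-temperature fixation | Controls: Ellipticine 6 µM positive control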
ERAP1 HTS inh: human ERAP1 aminopeptidase inhibitors, primary screen, biochemical, single point, plate reader; Endoplasmic reticulum aminopeptidase 1 (Homo sapiens), Q9NZ08; inhibition, % at 10.7 µM; recombinant ERAP1, Leu-AMC fluorescence, 60 min; AID 652197, 2013; 340,000 tested, 0.15% active;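 active means mean replicate inhibition of at least 30%, or all replicates individually reaching that 30% level; inactive means mean below 30% and not every replicate reaching it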;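 further: 0% = neutral control wells and 100% = L-leucinethiol positive control wells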
Target sequence (Q9NZ08 whole entry, looked up): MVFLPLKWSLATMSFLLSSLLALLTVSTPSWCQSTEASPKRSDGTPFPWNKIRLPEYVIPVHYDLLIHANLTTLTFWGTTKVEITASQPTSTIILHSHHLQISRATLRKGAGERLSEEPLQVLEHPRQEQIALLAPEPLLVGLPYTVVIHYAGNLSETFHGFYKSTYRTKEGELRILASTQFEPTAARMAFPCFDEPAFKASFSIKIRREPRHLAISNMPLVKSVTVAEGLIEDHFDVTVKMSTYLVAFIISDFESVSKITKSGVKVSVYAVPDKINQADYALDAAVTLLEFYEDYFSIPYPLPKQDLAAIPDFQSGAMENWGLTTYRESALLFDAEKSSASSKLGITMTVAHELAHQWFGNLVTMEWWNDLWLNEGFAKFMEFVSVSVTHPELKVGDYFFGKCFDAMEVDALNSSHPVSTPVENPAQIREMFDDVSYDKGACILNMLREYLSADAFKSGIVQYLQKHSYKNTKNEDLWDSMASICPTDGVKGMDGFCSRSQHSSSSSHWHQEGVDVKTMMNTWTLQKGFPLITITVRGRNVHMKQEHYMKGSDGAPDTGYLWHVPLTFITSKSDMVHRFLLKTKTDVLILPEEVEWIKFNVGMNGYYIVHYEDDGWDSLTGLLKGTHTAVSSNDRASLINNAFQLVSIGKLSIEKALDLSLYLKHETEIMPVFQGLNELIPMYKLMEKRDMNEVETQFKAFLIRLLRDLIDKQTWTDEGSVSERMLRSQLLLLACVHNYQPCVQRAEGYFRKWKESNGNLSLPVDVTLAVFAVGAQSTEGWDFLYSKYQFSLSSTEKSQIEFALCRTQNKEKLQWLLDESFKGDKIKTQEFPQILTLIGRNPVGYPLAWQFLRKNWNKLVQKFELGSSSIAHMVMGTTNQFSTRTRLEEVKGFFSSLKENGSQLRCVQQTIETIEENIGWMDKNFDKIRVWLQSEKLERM
RAD54 branch: inhibitors of human RAD54 branch migration, primary screen, biochemical, fluorescence, single point. DNA repair and recombination protein RAD54-like (Homo sapiens), Q92698. inhibition, % at 10.4 µM. 360,000 tested, 0.14% active. RAD54 Holliday junction branch migration, FAM/BHQ fluorescence;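 active means mean normalized replicate activity at least 40 and at least half of replicates scoring 40 or more; inconclusive means only one of the two criteria met; inactive means mean below 40 and under half of replicates reaching 40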;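 further: 0% = median of neutral control wells and 100% = median of positive control wells; inhibitors cause a drop in the FAM fluorescence signal; in these data hits start at about 50%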
* = called active by the depositor; ? = inconclusive; nt = not tested or not shown; & = joins results of further samples. This is a random part of the collection; 3.3% or so of the library scored in one or more.

SMILES	GSIS activator	esBAF inh	CFTR F508del cor	RAD52 inh	ARNT-TACC3 inh	XiGFP reactiv	ERAP1 HTS inh	RAD54 branch
Cc1ccc(C2c3[nH]c4ccccc4c3C[C@H]3C(=O)N(c4ccccc4C(=O)N4CCC[C@H]4C(=O)O)C(=O)N23)cc1 (stereo not given in full)	0	7	-1.3	-15	-1	nt	24	-1
O=C(O)c1ccc2c(c1)ncn2C1CCCC1	-5	31	-2.6	-12	-6	0.0	-7	6
CCC(C)NC(=O)CSc1nc2ccccc2c(=O)n1-c1c(C)n(C)n(-c2ccccc2)c1=O (stereo not given)	-2	-4	-2.1	-32	-5	0.0	1	-8
O=C(C1COc2ccccc2O1)N1CCn2c(nc3ccccc32)C1 (stereo not given)	-1	-8	3.5	-7	10	0.2	-1	-4
C[C@@H]1CN([C@H](C)CO)S(=O)(=O)c2ccc(-c3cccc(F)c3)cc2O[C@H]1CN(C)S(=O)(=O)c1ccccc1	-12	2	2.5	-13	4	-1.1	0	13
C[C@@H]1CN([C@@H](C)CO)C(=O)c2cc(C#Cc3ccccn3)cnc2O[C@@H]1CN(C)C(=O)c1cnccn1	5	2	1.9	-40	-2	-1.0	3	-13
CCn1nc(C)cc1-c1nnc(SCC(=O)Nc2ccccc2)n1CCCOC	nt	2	0.5	-12	-8	0.2	-2	nt
Cc1cc(NC(=O)c2cc(-c3ccccc3Cl)nc3ccccc23)no1	-9	nt	1.7	-16	5	0.2	-5	4
COCC#Cc1cnc2c(c1)C(=O)N([C@H](C)CO)C[C@@H](C)[C@H](CN(C)C(=O)c1ccc(F)cc1)O2	20	3	-0.2	-2	-10	-0.1	1	1
Cc1ccc(N=Cc2nc(-c3ccco3)oc2O)cc1	-7	48*	-5.8	-13	1	nt	13	-1
CCC(=O)Nc1ccc2c(c1)C(=O)N(C)C[C@H](OC)[C@@H](C)CN(Cc1cncnc1)[C@H](C)CO2	-6	3	0.1	nt	nt	0.4	nt	nt
CCOC(=O)Cn1c(=NC(=O)CSC(C)=O)sc2cc(F)ccc21	-6	1	-0.6	-13	-2	0.1	4	-7
CN(CCC1CCOCC1)C(=O)c1cc(COc2c(F)cccc2F)on1	9	13	-3.2	-3	0	0.0	-4	2
Cn1c(SCC(N)=O)nnc1-c1cnccn1	21	nt	1.8	-3	-1	0.0	-8	nt
CCOCCCNC(=S)N1CCC(NC(=O)c2ccco2)CC1	5	1	-1.4	14	-1	0.0	0	-15
O=S(=O)(NC1CCCCC1)c1cccc2nsnc12	4	-5	0.1	-14	12	0.4	-4	6
Cn1nc(-c2ccc(Cl)cc2)c2cc(C(=O)N3CCCC3)sc21	-5	-1	-0.1	-20	0	-0.1	nt	-12
COc1ccc(NC(=O)N(C)C[C@H]2Oc3ccc(NC(=O)Nc4ccccc4)cc3CC(=O)N([C@H](C)CO)C[C@H]2C)cc1	4	0	-0.1	-12	30	0.0	-3	-5
N#C[C@@H]1[C@@H](c2ccc(C3=CCCCC3)cc2)[C@@H](CO)N1C(=O)c1ccccn1	9	0	-1.8	12	2	-0.1	2	-2
O=C(COc1ccc([N+](=O)[O-])cc1)Nc1ccc(C(=O)Nc2ccccc2C(=O)O)cc1	-2	nt	0.9	-24	12	0.3	1	nt
O=C(Cn1cnc2scc(-c3ccc(F)cc3)c2c1=O)NCC(c1ccco1)N1CCCC1 (stereo not given)	-5	1	1.6	-11	-1	0.1	3	4
COC(=O)c1cc(=O)c2ccc(OC)cc2o1	6	-1	nt	nt	5	nt	nt	5
COCCN(C(=O)/C=C/c1ccccc1)c1nnc(-c2cccnc2)s1	-17	0	1.3	-7	-9	-0.3	0	4
C[C@@H]1CN([C@@H](C)CO)C(=O)Cc2cc(NC(=O)c3ccncc3)ccc2O[C@H]1CN(C)Cc1ccccc1	-4	3	1.6	13	25	0.2	-3	-3
C[C@@H]1CN([C@@H](C)CO)C(=O)c2cc(NC(=O)Nc3ccc(C(F)(F)F)cc3)ccc2O[C@@H]1CN(C)CC1CCCCC1	-13	-4	1.4	8	4	-0.9	-2	-2
COc1ccccc1Cn1c(=S)[nH]c2cc(C(=O)NCCCN3CCOCC3)ccc2c1=O	2	-4	-2.7	2	nt	0.1	-1	-6
CC(C)(C)n1nnnc1C(c1ccccc1)N1CCN(c2ccc(C(F)(F)F)cn2)CC1 (stereo not given)	-26	nt	-0.6	-7	nt	0.3	-2	nt
CCOC(=O)c1ccccc1NC(=O)COC(=O)CCC(=O)c1ccc(C)cc1	17	-3	0.7	3	-2	-0.1	1	-1
Cc1cc(C(=O)Nc2cccc3c2O[C@H](CN(C)C(=O)Nc2ccc(C(F)(F)F)cc2)[C@H](C)CN([C@H](C)CO)C3=O)n(C)n1	-8	-1	-1.1	-2	-1	0.3	2	-2
Cc1noc(C)c1NC(=O)Nc1ccc2c(c1)C(=O)N([C@H](C)CO)C[C@@H](C)[C@@H](CN(C)Cc1ccc(Cl)c(Cl)c1)OCCCC[C@H](C)O2	-16	-4	-1.3	8	19	0.2	-3	4
O=C(NC1CCS(=O)(=O)C1)C1CCCC1 (stereo not given)	10	0	-3.0	3	1	-0.1	-1	-4
O=C(c1cccnc1)N1C[C@@H]2[C@H](c3ccccc31)[C@H](CO)N2CC1CCCCC1	-1	-1	-1.6	-19	-11	0.0	1	-1
COc1ccc(NC(=O)CSc2nccn2Cc2ccc(F)cc2)c(OC)c1	-15	3	-3.4	-17	7	0.3	-8	-4
CCOc1ccc(/C=N/Nc2cc(=O)n(C)c(=O)n2C)cc1	nt	nt	0.7	-11	2	0.1	2	-1
CCOc1ccc(CCNC(=O)c2ccccc2OCc2c(C)noc2C)cc1OCC	-10	nt	-0.4	-17	-3	0.0	-3	nt
CCCC#Cc1ccc2c(c1)O[C@@H](CN(C)S(=O)(=O)c1cccc(OC)c1)[C@H](C)CN([C@H](C)CO)S2(=O)=O	-23	-6	1.1	nt	nt	-0.8	nt	nt
CCN(C(=O)/C=C/c1ccc(OC)cc1)C1CCS(=O)(=O)C1 (stereo not given)	9	13	-0.7	-3	-2	0.3	2	nt
O=C(O)c1ccc(CSc2nc3ccccc3c(=O)n2-c2ccccc2)cc1	10	-13	0.8	-5	-1	0.0	-22	-12
CCCCN(C(=O)CSc1nnc(-c2ccccc2)o1)c1c(N)n(CCC)c(=O)[nH]c1=O	13	-1	-1.0	-2	7	0.1	-1	4
C[C@H](CO)N1C[C@H](C)[C@H](CN(C)Cc2ccc(Cl)c(Cl)c2)Oc2ccc(NS(=O)(=O)c3cccs3)cc2C1=O	-40	-1	?	-2	4	0.0	-6	-18
CC(NC(=O)c1ccccc1SCC(=O)N1CCCC1)c1ccccc1 (stereo not given)	2	nt	-3.8	2	0	0.2	-1	-5
O=C(NCc1ccco1)c1ccc2sc([C@H]3C[C@H](O)[C@@H](CO)O3)nc2c1	nt	6	-1.6	3	nt	0.2	2	4
C/C(=N\NC(=O)C1CC1)c1ccc2c(c1)OCCO2	6	nt	-1.1	-10	-4	0.0	-2	nt
CC1Cc2ccccc2N1S(=O)(=O)c1cccc(C(=O)NCc2ccccn2)c1 (stereo not given)	-27	20	-2.0	-8	-25	0.1	-1	-8
O=C1c2ccc([N+](=O)[O-])cc2C(=O)N1c1c[nH]c(=O)[nH]c1=O	4	nt	-3.1	8	1	0.2	-3	-3
CCN1CCN(C(=O)c2nn(C)c3c2CS(=O)(=O)c2ccccc2-3)CC1	18	0	-0.7	-15	3	0.0	-2	-8
C/C=C/c1ccc([C@H]2[C@@H](CO)N(C(=O)C3CC3)[C@@H]2CNC(=O)NC(C)C)cc1	4	nt	1.2	-15	nt	0.0	0	nt
CC(C)CNC(=O)C1(C)CCCN1C(=O)c1ccncc1 (stereo not given)	-12	-9	-0.3	-3	nt	-0.1	-2	-11
N#C[C@H]1[C@@H](c2ccc(-c3ccncc3)cc2)[C@@H](CO)N1C(=O)C1CC1	6	1	0.9	-1	-21	-0.1	-1	-8
Nc1nnc(COc2cccc(C(F)(F)F)c2)s1	-1	-4	nt	nt	-18	nt	nt	1

More entries
SMILES	GSIS activator	esBAF inh	CFTR F508del cor	RAD52 inh	ARNT-TACC3 inh	XiGFP reactiv	ERAP1 HTS inh	RAD54 branch
Cc1nc(-c2ccccc2)sc1C(=O)/C=C/N(C)C	10	nt	-3.1	-227	1	0.0	2	nt
Nc1ccc2c(c1)N=[N+]([O-])c1cc(N)ccc1C2	-8	-7	-1.1	-7	4	0.0	-1	2
COc1ccc(C(C(=O)Nc2c(C)cccc2C)n2c(=O)c(-c3ccco3)nc3ccccc32)cc1 (stereo not given)	3	nt	-3.2	-17	nt	0.2	2	nt
O=[N+]([O-])c1ccc(N/N=C/c2ccc[nH]2)cc1	4	nt	nt	-29	nt	?	4	1
Cc1ccc(S(=O)(=O)N(CC(=O)NCC2CCCO2)C2CCCCC2)cc1 (stereo not given)	-7	-1	-1.0	-9	-23	0.3	2	-3
C[C@@H]1CCCCO[C@@H](CN(C)C(=O)NC2CCCCC2)[C@H](C)CN([C@H](C)CO)C(=O)c2cc(NS(=O)(=O)c3ccc(Cl)cc3)ccc2O1	-22	2	-1.3	-23	0	-0.1	1	6
COc1ccc(C#Cc2ccc3c(c2)O[C@H](CN(C)S(=O)(=O)c2ccccc2F)[C@H](C)CN([C@H](C)CO)S3(=O)=O)cc1	15&23	5&-1&3	0.6&-3.0&-4.7	-40&-51&-40	-8&1	-0.8&0.0	3&1	7&-9&-16
COc1ccccc1C#Cc1ccc2c(c1)O[C@H](CN(C)Cc1ccccc1)[C@H](C)CN([C@H](C)CO)S2(=O)=O	-6	-4	-2.2	8	7	-0.9	0	1
COc1ccc(CCNC(=O)c2ccc3c(c2)N(Cc2ccccc2)CCS3)cc1OC	11	0	0.6	-5	0	0.2	-2	nt
CCCn1c(CCC(=O)O)nc2cc(S(=O)(=O)N(CC)CC)ccc21	nt	-16	0.7	-13	-1	-0.1	-1	nt
C#CC(CC)(CC)NC(=O)c1nn(-c2ccccc2Cl)c(C)cc1=O	-1	0	-0.8	6	-1	0.3	-2	-3
COc1ccc(C(C)=O)cc1CSc1ncccn1	20	nt	1.0	-13	2	0.0	-4	nt
Cc1nn(-c2ccccc2)c(C)c1NC(=O)COC(=O)/C=C/c1ccccc1	20	3	-0.1	-8	nt	-0.1	-2	-9
COCCNC(=O)C[C@H]1CC[C@@H](NC(=O)NC2CCCCC2)[C@@H](CO)O1	3	-3	-0.8	-9	-3	-0.4	1	-5
S=c1[nH]nc(C2CCCCC2)n1/N=C/c1ccccc1	4	-1	1.1	-11	3	0.1	0	-5
